From PubChem
DENV2 CPE rescue – inhibitors of DENV2 cytopathic effect, primary screen, cell-based, plate reader, single concentration. CPE inhibition, % at 9.99 µM. 350,000 compounds, 1.7% hits. DENV2-infected cells, cytopathic effect rescue; in the data active = CPE inhibition above about 20%, passing the limit was not always enough; inconclusive = no clear call, values can overlap the other calls; tested in BHK-21 cells;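 also: 0% = median of neutral control wells and 100% = median of positive control wells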
CASP6 VEID inh – human caspase-6 inhibitors, primary screen, biochemical, VEID-R110 fluorescence, single point, set 2; P55212; inhibition, % at 12.5 µM; 350,000 compounds, 0.53% hits; purified caspase-6, Z-VEID-R110 cleavage fluorescence;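 active = mean inhibition across replicates at least about 35%, with every replicate also reaching that limit, limit read from the data; inconclusive = only one of the two criteria met; inactive = neither criterion met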;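 also: 0% = median of neutral control wells and 100% = no fluorescence left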
Target sequence (P55212 24-179 limits assumed): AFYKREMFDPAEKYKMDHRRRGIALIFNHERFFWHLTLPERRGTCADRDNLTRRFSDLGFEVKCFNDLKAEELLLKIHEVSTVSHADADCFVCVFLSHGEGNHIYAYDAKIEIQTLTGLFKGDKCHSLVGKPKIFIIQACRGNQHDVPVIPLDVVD
Target sequence (P55212 194-293 limits assumed): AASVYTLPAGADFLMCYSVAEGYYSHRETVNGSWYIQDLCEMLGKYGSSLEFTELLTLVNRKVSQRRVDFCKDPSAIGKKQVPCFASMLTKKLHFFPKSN
PAX8 inh HTS – inhibitors of PAX8-driven TPO luciferase reporter, primary screen, RMG-I cells, single concentration | SteadyGlo, 24 h | inhibition, % at 12.6 µM | 360,000 compounds, 1.2% hits | AID 652154, 2013;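 active = mean replicate inhibition at least 60% with every replicate also reaching 60%; inconclusive = only one of the two criteria is met; inactive = mean below 60% and not all replicates reaching 60%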;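 also: luciferase light reporting Pax8 driven TPO promoter activity; plate controls were median of neutral control wells for no effect and mitoxantrone controls for full effect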
ARNT-TACC3 inh – disruptors of ARNT/TACC3 protein interaction, primary screen, biochemical, AlphaScreen, single concentration. AlphaScreen His-ARNT PAS-B/GST-TACC3 binding, luminescence; TACC3 fragment carries E629A point mutation. inhibition, % at 9.99 µM. AID 623870, 2012. 390,000 compounds, 0.66% hits. Transforming acidic coiled-coil-containing protein 3 (Homo sapiens), Q9Y6A5;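 active = mean inhibition of replicates at least 50% and at least half of replicates each reaching 50%; inconclusive = half or more replicates reach 50% but mean below 50%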;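 also: 0% = complete ARNT plus TACC3 wells and 100% = ARNT alone without TACC3; many hits fall short of the cut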
LGR2 inh – inhibitors of bursicon-induced LGR2 CRE-luciferase signal, primary screen, cell-based, HEK293, CRE-luciferase reporter, bursicon stimulation | inhibition, % at 9.99 µM | AID 720647, 2013 | 380,000 compounds, 0.35% hits | bursicon-stimulated, 4 h;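 active = drop in luminescence signal, shown as inhibition above about 50% in the replicate tests, limit read from the data, passing the limit was not always enough; inconclusive = probably only some replicates passing the limit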;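 also: agonist challenge used bursicon conditioned medium at about half maximal strength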
EWS-Fli block – EWS/Fli-driven NR0B1 reporter inhibitors, primary screen, A673 cells, NR0B1 luciferase, luminescence, MLPCN library; AID 651661, 2012; inhibition, % at 12.6 µM; 350,000 compounds, 0.67% hits; viability-normalised;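 active = mean inhibition of at least 50% after viability correction, with every replicate also passing that limit; inconclusive = mean reaches 50% but only one of two replicates passes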;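 also: firefly luciferase signal divided by Alamar Blue viability fluorescence both relative to DMSO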
SIRT5 block – SIRT5 desuccinylase inhibitors, primary screen, biochemical, fluorescence imaging, single point, set 5 | AID 652115, 2013 | 330,000 compounds, 1.1% hits | Purified SirT5, succinyl-peptide AMC, trypsin-coupled fluorescence | inhibition, % at 15 µM; in the data active = inhibition above about 15%; inconclusive = no clear call, values can overlap the other calls
Target sequence (Q9NXA8 whole entry, looked up): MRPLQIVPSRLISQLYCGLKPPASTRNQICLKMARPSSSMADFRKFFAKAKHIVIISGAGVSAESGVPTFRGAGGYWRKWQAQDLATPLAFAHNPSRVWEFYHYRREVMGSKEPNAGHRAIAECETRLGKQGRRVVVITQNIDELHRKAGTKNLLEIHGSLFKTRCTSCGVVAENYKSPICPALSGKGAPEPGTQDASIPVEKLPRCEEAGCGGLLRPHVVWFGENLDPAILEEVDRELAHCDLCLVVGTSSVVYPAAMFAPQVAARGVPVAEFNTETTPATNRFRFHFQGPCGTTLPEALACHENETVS
* marks the source's active call; other numbers are inactive results; u = inconclusive; x = no result given; & = joins results of further samples.

# | smiles | DENV2 CPE rescue | CASP6 VEID inh | PAX8 inh HTS | ARNT-TACC3 inh | LGR2 inh | EWS-Fli block | SIRT5 block
1 | Cc1ccccc1C(=O)O/N=C(\N)c1ccccc1 | 1 | 5 | -38 | 19 | -102 | -51 | -5
2 | Cc1ccc(C(=O)CC(=O)c2ccccc2)cc1 | 6 | 1 | -144 | -6 | -76 | -45 | -2
3 | CN(C(=O)COC(=O)c1cc2ccccc2cc1O)c1ccccc1 | 9 | -4 | 0 | x | -25 | -17 | -2
4 | Cc1ccc(S(=O)(=O)N(C)C[C@@H]2Oc3c(NS(=O)(=O)c4cccs4)cccc3C(=O)N([C@@H](C)CO)C[C@@H]2C)cc1 | 2 | 3 | 1 | 8 | 5 | 2 | -2
5 | COc1ccc(C(=O)NC2=NCCS2)cc1 | -3 | -1 | -118 | 4 | -18 | -60 | 1
6 | COCCCn1cnn2c(=O)c3ccccc3nc2c1=O | 2 | -1 | -17 | x | 4 | -18 | x
7 | Oc1ccccc1/C=N/Nc1nn[nH]n1 | x | 3 | -5 | 72* | 2 | 3 | -1
8 | O=S(=O)(NCC1CCCO1)c1cnc(Cl)c(Br)c1 (stereo unspecified) | -8 | -1 | 110* | 2 | -6 | 12 | -1
9 | O=C(Nc1ccncc1)C1CCN(S(=O)(=O)c2ccccc2C(F)(F)F)CC1 | -11 | -2 | x | 1 | 15 | 18 | 6
10 | Cc1cccc(C)c1NC(=O)CN1CCN(C(=O)c2cc(C3CC3)nn2-c2ccccc2)CC1 | 81* | 0 | 4 | x | 4 | 0 | x
11 | COc1cccc(-c2ccc3c(c2)[C@@H]2[C@@H](CCN2S(=O)(=O)c2ccccc2F)[C@H](CO)N3)c1 | 9 | -2 | 7 | 14 | -3 | -23 | 3
12 | CCCN(C)C[C@@H]1OCCCC[C@@H](C)Oc2ccc(NS(=O)(=O)c3ccccc3)cc2C(=O)N([C@@H](C)CO)C[C@@H]1C | -1 | 0 | 2 | 3 | -15 | 2 | x
13 | CCn1cc(C(=O)NCCCOC(C)C)c(=O)c2cc(S(=O)(=O)N3CCC(C)CC3)ccc21 | 0 | -5 | -11 | 2 | -4 | -2 | 0
14 | Cc1ccc(-c2nnn(CC(=O)N3CCN(c4ccccc4)CC3)n2)o1 | -1 | 2 | x | 24 | -9 | -7 | -2
15 | COc1ccc(C2C(C#N)=C(N)Oc3cc(C)[nH]c(=O)c32)cc1OC (stereo unspecified) | 5 | 1 | -12 | -3 | -18 | -4 | 3
16 | CCCCCCNS(=O)(=O)c1ccc(NC(=O)C2CCCO2)cc1 (stereo unspecified) | 4 | 3 | 12 | 15 | x | -4 | -3
17 | Nc1nc(C23CC4CC(CC(C4)C2)C3)[nH]c(=O)n1 | -2 | -1 | -3 | -6 | x | 2 | 0
18 | COCc1cn(CC[C@H]2CC[C@@H](NC(=O)CCN3CCCCC3)[C@H](CO)O2)nn1 | -1 | -2 | 16 | -3 | -7 | 6 | -1
19 | Cc1ccc(S(=O)(=O)NCC[C@@H]2CC[C@@H](NC(=O)c3cccnc3)[C@@H](CO)O2)cc1 | 15 | 2 | -6 | -7 | 8 | -1 | 3
20 | CC1=CC[C@@]23CCCN2C(=O)CCC[C@H]3C1 | 0 | -1 | -20 | -7 | 3 | -6 | 2
21 | CNC[C@@H]1Oc2ccc(NC(=O)Nc3ccc4c(c3)OCO4)cc2CC(=O)N([C@@H](C)CO)C[C@@H]1C | 4 | -5 | 2 | -6 | 0 | -5 | 3
22 | CC(=O)Nc1cccc(-c2ccnc3c2CC(C(=O)NCc2ccc(F)c(F)c2)O3)c1 (stereo unspecified) | -7 | -1 | 37 | x | 11 | u | 15*
23 | Cc1cc(C)cc(N(CC(=O)Nc2ccccc2)C2=NC3CS(=O)(=O)CC3S2)c1 (stereo unspecified) | 9 | 0 | 9 | 30 | 17 | -7 | -1
24 | O=C(C[C@H]1CC[C@@H]2[C@H](COC[C@@H](O)CN2S(=O)(=O)c2ccc(Cl)cc2)O1)NCc1ccncn1 | 0 | -1 | 7 | 0 | -2 | 9 | 1
25 | CN(C)c1cc(NC(=O)CNC(C)(C)CC(C)(C)C)c2ccccc2n1 | 6 | -11 | 39 | 5 | x | 10 | 0
26 | Cc1ccc(NC(=O)CN2C(=O)c3ccccc3S2(=O)=O)c(C)c1 | -6 | 1 | -9 | 1 | 9 | 9 | 1
27 | COc1ccccc1NS(=O)(=O)c1ccc(C)c(C(=O)Nc2ccc(S(=O)(=O)Nc3onc(C)c3C)cc2)c1 | -4 | 12 | 3 | 1 | -9 | 4 | 2
28 | Nc1ccc2nc(CCc3ccccc3)[nH]c2c1 | -13 | 0 | 7 | 3 | -22 | -62 | x
29 | O=C(Nc1ccccc1Cl)N1C[C@@H]2[C@H](c3ccccc31)[C@@H](CO)N2Cc1ccncc1 | -5 | -3 | 12 | -2 | -10 | 5 | 1
30 | Cc1ccc(N2CN(Cc3ccco3)CNC2=S)c(C)c1 | -1 | 6 | 61* | -4 | 10 | 13 | 1
31 | CSc1ccc(C(=O)C2CCCN(C(=O)c3nn(C)c(=O)c4ccccc34)C2)cc1 (stereo unspecified) | 2 | 23 | -26 | -1 | -22 | 6 | -1
32 | COc1ccc(NC(=O)CCNS(=O)(=O)c2ccc3c(c2)c(=O)n(C)c(=O)n3C)cc1OC | 0 | -3 | -1 | 6 | 5 | -1 | 1
33 | CCOc1ccc(/C(O)=C2/C(=O)C(=O)N(c3ncccn3)C2c2ccc(Cl)cc2)cc1 (stereo unspecified) | -10 | 6 | 6 | x | -10 | 2 | 4
34 | O=C(CCc1nc2ccccc2c(=O)[nH]1)NNC(=O)c1cccc(Cl)c1 | 2 | -3 | 0 | -3 | -1 | -4 | 1
35 | CCN1C[C@@H]2[C@@H]3C(=O)N(C)C(=O)[C@@H]3[C@](CC)(C1=O)N2C(=O)c1ccc(C(C)(C)C)cc1 | 13 | 0 | -46 | 22 | -23 | -5 | x
36 | CCN(CCNS(=O)(=O)c1ccc2[nH]c(=O)sc2c1)c1ccccc1 | 2 | 3 | 11 | 4 | 4 | 13 | 1
37 | O=C(COC(=O)C1CCCO1)Nc1nc(-c2ccc(F)cc2)cs1 (stereo unspecified) | 2 | -1 | -70 | -11 | -40 | -40 | -2
38 | CCc1ccc(NC(=O)C2CCCN(S(=O)(=O)c3ccc4[nH]c(=O)ccc4c3)C2)cc1 (stereo unspecified) | -8 | 11 | 11 | -7 | 3 | x | 1
39 | C[C@@H]1CN([C@H](C)CO)C(=O)c2cc(C3=CCCC3)cnc2O[C@H]1CN(C)C(=O)Nc1ccc(C(F)(F)F)cc1 | 4 | 3 | x | -2 | 9 | 22 | 2
40 | C[C@@H]1CN([C@H](C)CO)C(=O)c2cc(NC(=O)Nc3ccc(F)cc3)ccc2O[C@@H](C)CCCCO[C@@H]1CN(C)S(=O)(=O)c1cccs1 | 21* | 0 | -6 | 11 | -12 | -13 | 7
41 | CNS(=O)(=O)c1ccc2c3c(cccc13)C(=O)N2C | -2 | 2 | 0 | 3 | 0 | -3 | 6
42 | COc1ccccc1-c1ccc2c(c1)O[C@H](CN(C)S(=O)(=O)c1ccccc1)[C@H](C)CN([C@H](C)CO)S2(=O)=O | -6 | 1 | 4 | -5 | 16 | 2 | 2
43 | CCc1ccc[n+](-c2[nH]c(=O)sc2/C=N/N=C(\[O-])c2ccncc2)c1 | 5 | 1 | -15 | 10 | 2 | x | 6
44 | NS(=O)(=O)c1ccc(NC(=O)COC(=O)C2CC(=O)N(Cc3ccccc3)C2)cc1 (stereo unspecified) | 6 | 15 | -19 | 1 | -1 | -7 | 0
45 | Cc1ccc(OCc2ccc(C(=O)Nc3cc(C)on3)o2)c([N+](=O)[O-])c1 | 0 | -1 | 6 | -8 | 3 | -3 | 1
46 | O=C(NCCCn1ccnc1)c1cc2ccccc2oc1=O | x | x | -18 | 3 | -18 | x | x
47 | Cc1cc(C)c2c(=O)[nH]n(C3CCOC(C)(C)C3)c2n1 (stereo unspecified) | 9 | 0 | 11 | -7 | -12 | 0 | -3
48 | O=C(CN1CCN(C2CCCCC2)CC1)NCCC1=CCCCC1 | -1 | -12 | x | -1 | 0 | -5 | -1
49 | O=C(Nc1ncccc1O)c1ccc(S(=O)(=O)NCc2ccco2)cc1 | 5 | -1 | 7 | x | -2 | -8 | x
50 | Cc1c(NS(=O)(=O)c2ccc3c(c2)OCCO3)cccc1-c1nc2cccnc2s1 | -22 | 1 | 7 | 28 | -7 | 20 | -3
51 | CCS(=O)(=O)NCC[C@H]1CC[C@@H](NC(=O)C2CCC2)[C@H](CO)O1 | 5 | -4 | -2 | -3 | -3 | -3 | 8
52 | O=C(O)/C=C/C(=O)NNC(=O)c1ccc(Br)cc1 | u | -2 | -18 | 5 | 1 | -8 | 5
53 | CC(=O)Nc1ccc(S(=O)(=O)N2CCc3cc4c(cc3C2C)OCCCO4)cc1 (stereo unspecified) | 1 | 1 | -3 | 5 | 4 | -5 | -3
54 | Cc1cccc(CSc2nnc(CCNC(=O)OC(C)(C)C)o2)c1 | -4 | 3 | 6 | x | x | -7 | -4
55 | CCOc1ccc(Cl)cc1-c1cc(C(=O)Nc2ccc(OC)nc2)[nH]n1 | -4 | -2 | 4 | x | 2 | -4 | x
56 | CCn1c(C)nc2cc(C(=O)NNC(=O)CN(C)S(=O)(=O)c3ccc(NC(C)=O)cc3)ccc21 | -9 | 1 | 6 | -2 | 6 | -2 | -1

Next part:
# | smiles | DENV2 CPE rescue | CASP6 VEID inh | PAX8 inh HTS | ARNT-TACC3 inh | LGR2 inh | EWS-Fli block | SIRT5 block
57 | CC#CC[N+](C)(C)CCCCCC | -4 | -1 | 1 | x | 5 | -6 | -5
58 | COc1ccccc1CCCNC(=O)C1CCC(=O)N(CCc2ccc(Cl)cc2)C1 (stereo unspecified) | 5 | 1 | -18 | 1 | -12 | x | -3
59 | CC(=O)N1CCCc2cc(S(=O)(=O)CCC(=O)Nc3cccc(C)c3C)ccc21 | 4 | 3 | 12 | 1 | 13 | x | 0
60 | O=C(/C=C/c1ccc(Br)cc1)NCc1cccs1 | -1 | -1 | -54 | -3 | -49 | -14 | 1
61 | O=C(O)C1CC=CCC1C(=O)NCc1cn2ccccc2n1 (stereo unspecified) | 0 | -1 | 0 | 7 | -6 | -12 | 1
62 | O=C(NCCc1ccccc1)c1c[nH]c2ccccc2c1=O | 0 | -2 | -63 | x | -12 | -74 | -4
63 | C[C@H]1CN([C@@H](C)CO)C(=O)Cc2cc(NC(=O)Nc3ccc(C(F)(F)F)cc3)ccc2O[C@H]1CN(C)C(=O)Nc1ccc2c(c1)OCO2 | -11 | -2 | -35 | x | 14 | -6 | x
64 | Cc1ccc(S(=O)(=O)NCCc2cc3ccc(C)c(C)c3[nH]c2=O)cc1 | 1 | -2 | -1 | x | 14 | -1 | -2
65 | NC(=O)c1ccsc1NC(=O)COC(=O)CNC(=O)c1ccc(F)cc1 | -8 | 8 | -8 | -9 | 2 | -5 | 1
66 | C[C@H](CO)N1C[C@H](C)[C@@H](CN(C)Cc2ccncc2)Oc2c(NC(=O)C3CC3)cccc2C1=O | -10&-6 | -2&-7 | -14&13 | 13&-4 | 3&0 | -5&4 | -1&-4
67 | Cc1cc(C)cc(NS(=O)(=O)c2ccc(NC(=S)Nc3ccccc3)cc2)c1 | u | -2 | 48 | -1 | -2 | -7 | 2
68 | CCOc1cc(C2C3=C(CC(C)(C)CC3=O)OC3=C2C(=O)CC(C)(C)C3)cc([N+](=O)[O-])c1O | 19 | 1 | 9 | -9 | 4 | 3 | x
69 | O=C1COc2ccc(-c3csc(NCCc4ccccc4)n3)cc2N1 | -5 | 0 | -8 | -2 | -5 | -21 | 2
